S100A4 inh HTS: blocks human S100A4 binding to myosin IIA peptide | S100A4/TAMRA-MyoIIA peptide fluorescence polarization | inhibition, % at 10.7 µM | 0.14% of 360,000 active | AID 652163;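 active = mean inhibition of at least 70% across replicates, with every replicate also reaching that level; inconclusive = mean inhibition reaches 70% but some replicates fall short; inactive = mean inhibition below 70%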
Target sequence (P26447 whole entry, looked up): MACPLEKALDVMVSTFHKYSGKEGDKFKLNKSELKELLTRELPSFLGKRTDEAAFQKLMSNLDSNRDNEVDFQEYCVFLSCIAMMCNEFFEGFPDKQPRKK
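assay system = human S100A4 monomer with TAMRA-labelled myosin IIA peptide | also added = labelled myosin peptide probe, 5 nM | incubation = 5 min between mix addition and reading | control set = DMSO and TFP controls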
DENV2 CPE: protects cells from dengue virus 2 cytopathic effect. DENV2-infected cells, cytopathic effect rescue, plate reader. CPE inhibition, % at 9.99 µM. 1.7% of 350,000 active. AID 651640; in the data active = CPE inhibition above about 20%, passing the limit was not always enough; inconclusive = no clear call, values can overlap the other calls; tested in BHK-21 cells;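 note: 0% = median of neutral control wells and 100% = median of positive control wells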
PglD inh: PglD (C. jejuni) enzyme inhibition | purified PglD enzyme, DTNB colorimetric CoA detection | inhibition, % at 12.5 µM | 0.098% of 360,000 active | AID 602405; in the data active = inhibition above about 16%, passing the limit was not always enough; inconclusive = no clear call, values can overlap the other calls; note: strong numbers were not always called active
E-selectin induc: induces E-selectin expression in human endothelial cells. P16581. HUVEC E-selectin immunofluorescence imaging; normalized: neutral wells 0, TNF-alpha wells 100. activation, % at 7.58 µM. 0.37% of 260,000 active. AID 686992;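 active = mean E-selectin-positive cell signal at least 10% of the positive control, reached in at least 60% of replicates, without over 20% cell loss; inconclusive = no rule given, readout overlaps actives, possibly toxicity-flagged; inactive = the rest, including those meeting only one limit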;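 note: in these data hits start at about 27%; measured in HUVEC primary endothelial cells; signal is the percent of cells scored E-selectin positive by PE staining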
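Read-out: % PE-positive cells | Test system: HUVEC | Doses: One compound dose added by pin transfer | Buffer or medium: EGM-2 over gelatin coat | Signal: Immunofluorescence imaging | Benchmarks: TNF-alpha, DMSO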
ERp5 inh: inhibitors of human ERp5; Q15084; ERp5 insulin aggregation, absorbance 650 nm, 90 min; inhibition, % at 9.99 µM; 0.05% of 350,000 active; AID 651711;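 active = mean replicate inhibition above about 25%, with every replicate also reaching it, limit read from the data, passing the limit was not always enough; inconclusive = only one of those two criteria met; inactive = neither criterion met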
Target sequence (Q15084 whole entry, looked up): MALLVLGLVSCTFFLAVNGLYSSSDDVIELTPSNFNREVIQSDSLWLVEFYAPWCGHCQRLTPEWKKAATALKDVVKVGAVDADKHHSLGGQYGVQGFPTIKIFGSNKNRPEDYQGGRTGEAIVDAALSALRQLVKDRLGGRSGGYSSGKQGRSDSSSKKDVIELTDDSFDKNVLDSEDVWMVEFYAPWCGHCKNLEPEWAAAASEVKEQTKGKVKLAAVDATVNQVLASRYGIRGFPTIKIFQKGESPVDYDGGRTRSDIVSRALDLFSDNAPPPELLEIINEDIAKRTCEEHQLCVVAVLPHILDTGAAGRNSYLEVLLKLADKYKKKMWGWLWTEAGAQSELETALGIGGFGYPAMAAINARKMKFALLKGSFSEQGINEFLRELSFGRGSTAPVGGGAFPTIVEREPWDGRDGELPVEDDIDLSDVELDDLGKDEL
SIRT5 inh: blocks human SIRT5 desuccinylation of peptide | Q9NXA8 | Purified SirT5, succinyl-peptide AMC, trypsin-coupled fluorescence | inhibition, % at 15 µM | 1.1% of 330,000 active | AID 652115; in the data active = inhibition above about 15%; inconclusive = no clear call, values can overlap the other calls
Target sequence (Q9NXA8 whole entry, looked up): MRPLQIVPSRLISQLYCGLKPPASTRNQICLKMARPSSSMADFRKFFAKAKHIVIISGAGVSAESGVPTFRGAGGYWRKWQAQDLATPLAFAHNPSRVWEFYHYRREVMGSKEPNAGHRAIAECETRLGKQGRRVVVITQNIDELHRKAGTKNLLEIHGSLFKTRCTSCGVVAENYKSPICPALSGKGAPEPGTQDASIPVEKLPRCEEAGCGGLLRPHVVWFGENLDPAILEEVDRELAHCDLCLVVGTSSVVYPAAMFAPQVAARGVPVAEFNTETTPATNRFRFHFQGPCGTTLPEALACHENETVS
C2C12 statin: protects C2C12 myotubes from simvastatin toxicity; ATP luminescence, 48 h; scaled: DMSO 0, geranylgeraniol control 100; rescue of ATP level, % at 7.49 µM; 0.78% of 330,000 active;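 active = mean ATP rescue above about 67%, or every replicate alone reaching that limit, limit read from the data, passing the limit was not always enough; inconclusive = no clear call, values can overlap the other calls; inactive = mean under the limit and some replicate under it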;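 note: myotubes were challenged with 10 µM simvastatin during compound exposure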
An asterisk follows results filed as active; ? = inconclusive; / = no result given; & = joins results of further samples. Only part of the results is shown. The share of hits here may be higher or lower than overall.

The line under a structure holds: S100A4 inh HTS | DENV2 CPE | PglD inh | E-selectin induc | ERp5 inh | SIRT5 inh | C2C12 statin
CNC[C@H]1Oc2cc(-c3ccccc3OC)ccc2S(=O)(=O)N([C@@H](C)CO)C[C@@H]1C
→ -22 | -2 | 4 | 7.4 | 0 | -4 | /
CCNC(=O)[C@@H]1[C@@H](CO)[C@@H]2Cn3c(ccc(-c4cccc(OC)c4)c3=O)[C@@H]2N1C(=O)NC(C)C
→ -8 | 7 | -2 | -0.2 | -6 | / | 0
Cc1ccccc1-c1ccc([C@@H]2[C@@H](CO)N3CCCCN(C(=O)Nc4ccccc4)C[C@@H]23)cc1
→ -6 | -2 | -2 | -0.6 | 0 | -5 | /
CCc1nn(CCCC(=O)N2CCN(c3cccc(C)c3C)CC2)c(=O)c2cc3occc3n12
→ 0 | 1 | -2 | / | 3 | 1 | 3
CCOc1ccc(CN2CCN(C(=O)c3cccc(F)c3)CC2)cc1
→ -9 | -6 | 3 | / | -1 | 19* | 21
Cc1oc(-c2cccc(C(F)(F)F)c2)nc1CN1CCN(c2ccccn2)CC1
→ 5 | 8 | 5 | / | -5 | 7 | -10
O=C(C[C@@H]1CC[C@H]2[C@@H](COC[C@@H](O)CN2S(=O)(=O)c2ccc(Cl)cc2)O1)N[C@H]1CCN(Cc2ccccc2)C1
→ 10 | 1 | 5 | 0.1 | -6 | 3 | -14
COc1ccc(S(=O)(=O)Nc2ccc3c(c2)C(=O)N([C@@H](C)CO)C[C@@H](C)[C@H](CN(C)S(=O)(=O)c2ccc(F)cc2)OCCCC[C@@H](C)O3)cc1
→ -19 | 9 | 1 | -0.1 | 11 | 10 | 64
COc1ccc(CN(C)C[C@@H]2Oc3c(NC(=O)Nc4ccc(OC)cc4)cccc3C(=O)N([C@@H](C)CO)C[C@@H]2C)cc1
→ 7 | -2 | 8 | 0.9 | 6 | -5 | 2
C[C@@H]1CN([C@@H](C)CO)C(=O)Cc2cc(NC(=O)c3ccncc3)ccc2O[C@@H]1CN(C)C(=O)Nc1ccc(C(F)(F)F)cc1
→ 0 | 1 | -3 | 74* | -6 | 2 | -4
CC(C)C#Cc1cnc2c(c1)C(=O)N([C@@H](C)CO)C[C@@H](C)[C@@H](CN(C)C(=O)c1cccc(F)c1)O2
→ 4 | -6 | 2 | -0.2 | -2 | -1 | -24
O=C(NC1CCS(=O)(=O)C1)c1ccc(S(=O)(=O)N2CCCC2)cc1 (configuration not stated)
→ -1 | -2 | 6 | -0.6 | -4 | 4 | 0
O=C(Nn1c(-c2ccncc2)nc2ccccc2c1=O)c1ccc([N+](=O)[O-])cc1Cl
→ 1 | -5 | / | -4.6 | -7 | 1 | /
COc1cc(N)c(Cc2nccc3cc(OC)c(OC)cc23)cc1OC
→ -42 | 0 | / | 1.8 | 6 | 1 | 23
Cc1cccc(NS(=O)(=O)c2ccc(OCC(=O)N3CCCC3)cc2)c1
→ 1 | 9 | -3 | / | -7 | -3 | 1
Cc1ccc(S(=O)(=O)N(C)C[C@@H]2OCCCC[C@@H](C)Oc3ccc(NC(=O)Nc4ccccc4)cc3C(=O)N([C@H](C)CO)C[C@H]2C)cc1
→ -1 | -5 | 0 | / | -3 | -3 | /
C[C@@H]1CN([C@@H](C)CO)S(=O)(=O)c2ccc(C3=CCCCC3)cc2O[C@H]1CN(C)Cc1cccc(C(=O)O)c1
→ -12 | 9 | 0 | 0.3 | 6 | 6 | -2
CN1CCN(C(=O)C2=C[C@@H](C3CC3)C[C@@H](OCc3ccc(CO)cc3)O2)CC1
→ -20&-3 | -5&15 | -2&0 | 0.3 | 6&-5 | -4&3 | 9
CCCN(CC1CC1)C(=S)NC(=O)c1ccc(S(=O)(=O)N2CCOCC2)cc1
→ -2 | -6 | -1 | / | 1 | -1 | -9
C[C@H]1CN([C@@H](C)CO)C(=O)Cc2cc(NC(=O)Nc3ccc4c(c3)OCO4)ccc2O[C@H]1CN(C)S(=O)(=O)c1cn(C)cn1
→ / | / | -1 | ? | / | / | -10
Cc1ccc(S(=O)(=O)N2[C@@H](Cc3ccccc3)CO[C@H]2CC(=O)c2ccccc2)cc1
→ -3 | 1 | / | -0.2 | 0 | / | /
C[C@H](CO)N1C[C@H](C)[C@@H](CN(C)C(=O)NC2CCCCC2)OCCCC[C@H](C)Oc2ccc(NS(=O)(=O)c3cccs3)cc2C1=O
→ -16 | 3 | -3 | -0.2 | -1 | 12 | 11
COc1ccc2ccccc2c1C1CC(=O)N2CN(Cc3ccco3)CSC2=C1C#N (configuration not stated)
→ -6 | -3 | 2 | / | -2 | 1 | 6
O=C(NCC1CC1)c1onc(CSc2ccncc2)c1C(=O)NCC1CC1
→ 1 | -9 | -3 | 0.0 | -1 | / | -1
CCCCCCCNc1nc(Cl)nc(NCCO)n1
→ -4 | -3 | 8 | / | 4 | -2 | 1
Cc1ccccc1C1NC(c2ccccc2C)C(C)C(=O)C1C (configuration not stated)
→ 1 | 1 | 0 | / | 4 | -5 | -6
C[C@H](NC(=O)[C@@H]1[C@@H](CO)[C@@H]2Cn3c(cccc3=O)[C@H]1N2CCC(F)(F)F)c1ccccc1
→ -6 | -2 | -1 | -0.2 | 2 | -1 | 1
Cc1cc(C(=O)CSc2nc3ccccc3c(=O)[nH]2)c(C)n1CC1CCCO1 (configuration not stated)
→ -17 | 2 | / | -2.8 | 3 | 0 | /
O=C(CNS(=O)(=O)c1ccccc1)NCC(=O)OCc1ccc(Cl)cc1
→ -4 | -4 | 14 | -0.1 | -2 | -3 | 5
COc1ccc(S(=O)(=O)Nc2nc3c(s2)CCCC3)cc1
→ -5 | -5 | / | / | 2 | -1 | /

Next structures follow.
The line under a structure holds: S100A4 inh HTS | DENV2 CPE | PglD inh | E-selectin induc | ERp5 inh | SIRT5 inh | C2C12 statin
S=C(NN=Cc1ccc2c(c1)OCO2)NN=Cc1ccc2c(c1)OCO2
→ -9 | 13 | -2 | 2.5 | -5 | -18 | -21
Cc1ccc(CN(C)C(=O)C2CCC(=O)N(CC3CCCCC3)C2)o1 (configuration not stated)
→ -2 | -2 | -1 | -0.4 | -7 | -4 | /
CNC(=O)c1[nH]cnc1C(=O)Nc1ccccn1
→ -1 | 0 | / | 2.7 | 1 | 0 | /
O=C(C[C@@H]1C[C@H]2c3cc(NS(=O)(=O)c4ccc(F)cc4)ccc3O[C@H]2[C@@H](CO)O1)NCCc1ccccc1
→ -7 | ? | -2 | -0.6 | -1 | 1 | -4
O=C(C[C@@H]1C=C[C@@H](NC(=O)Nc2ccc3c(c2)OCO3)[C@@H](CO)O1)NCc1ccc2c(c1)OCO2
→ -21 | -5 | 3 | 5.0 | 4 | 2 | -2
COc1cccc(C#Cc2cnc3c(c2)C(=O)N([C@@H](C)CO)C[C@H](C)[C@H](CN(C)CC2CC2)O3)c1
→ -47 | 0 | 2 | -0.2 | -10 | 1 | -4
CC(NC(=O)C1CCCCC1)C(c1cccs1)N1CCOCC1 (configuration not stated)
→ -5 | 7 | -6 | -0.5 | 2 | -1 | 0
Nc1ccc(S(=O)(=O)NN=CC=Cc2ccccc2[N+](=O)[O-])cc1
→ -2 | -2 | / | 0.0 | -1 | / | -3
CSc1nc(N(C)C)c2ccccc2n1
→ 14 | -3 | / | 0.0 | -3 | 0 | /
O=C(Nc1cc(F)ccc1F)N[C@@H]1CC[C@@H](CCn2cc(C3CCCCC3)nn2)O[C@H]1CO
→ 0 | 0 | -2 | 0.0 | 5 | 4 | 8
C[C@@H]1CCCCO[C@@H](CN(C)C(=O)NC2CCCCC2)[C@H](C)CN([C@@H](C)CO)C(=O)c2cc(NC(=O)CCCN(C)C)ccc2O1
→ 25 | -2 | 0 | -0.1 | -7 | -3 | /
COc1ccc(Nc2nc(N3CCN(C)CC3)nc3ccccc23)c(OC)c1
→ 4 | -8 | / | / | 5 | -2 | /
O=c1cc(-c2ccc(O)cc2)oc2c(C3O[C@H](CO)[C@@H](O)[C@H](O)[C@H]3O)c(O)cc(O)c12 (some centres not stated)
→ -2 | 4 | -2 | 1.6 | 0 | 1 | 4
N/C(Cc1ccccc1)=N\OC(=O)c1cccc2ccccc12
→ 0 | -1 | -5 | / | -1 | 0 | /
CN1OC[C@@H]2CN[C@H](c3ccc(-c4cccc(F)c4)cc3)C[C@@H]21
→ -6 | -6 | -2 | / | 3 | -4 | 16
O=C1N[C@H](Cc2ccccc2)COC(=O)[C@@H](Cc2ccc(F)cc2)CC/C=C/C[C@H]1CC(=O)N(CCO)Cc1ccccc1
→ -1 | 11 | -9 | 0.2 | 2 | 1 | -9
COc1ccc(S(=O)(=O)NCC2CCCN(Cc3cn(C)nc3C)C2)cc1 (configuration not stated)
→ -18 | -3 | 0 | / | -3 | 0 | 30
C=CCN=C1S/C(=C/c2cccc([N+](=O)[O-])c2)C(=O)N1CC=C
→ -4 | -4 | / | / | / | -6 | /
Cc1ccc(C)c(CSC2=NCCN2S(=O)(=O)c2ccccc2)c1
→ 1 | 2 | -6 | 2.1 | 3 | -2 | /
O=C(c1ccncc1)N1C[C@H]2[C@@H](c3ccccc31)[C@H](CO)N2C(=O)Nc1ccc(F)cc1
→ 8 | ? | 4 | 0.5 | -6 | 1 | -30
COc1ccc(OCc2nc3ccc(S(=O)(=O)Nc4ccccc4Cl)cc3[nH]2)cc1
→ 0 | -24 | / | / | -8 | -1 | /
COC(=O)c1ccc(/C=C/C(=O)O)cc1
→ 38 | -4 | -3 | 1.4 | 7 | -2 | -1
CCOc1ccc(Oc2ccc(NS(=O)(=O)c3ccc(CCC(=O)O)cc3)cc2)cc1
→ 4 | 11 | -3 | / | 3 | 1 | 11
Cc1oc(-c2ccccc2F)nc1CSCC(=O)NC1CCC(C)CC1 (configuration not stated)
→ 12 | 3 | / | 0.0 | -1 | -5 | /
Cc1ccccc1NC(=O)Nc1ccc2c(c1)CCC2
→ 1 | -3 | -9 | -0.3 | -4 | -5 | -8
COc1ccc(S(=O)(=O)Nc2ccc3c(c2)C(=O)N([C@@H](C)CO)C[C@H](C)[C@H](CN(C)C(=O)Nc2ccc(C(F)(F)F)cc2)OCCCC[C@H](C)O3)cc1
→ 12 | 109* | -4 | 0.0 | 4 | 9 | /
CCN1C(=O)[C@@H]2[C@@H](c3ccc(-c4ccc(F)cc4)c(OC)c3)N3CCC[C@@]3(C(=O)OC)[C@@H]2C1=O
→ 11 | 9 | -1 | -0.1 | -5 | / | 2
COc1ccc(C(=O)NCC(c2ccccc2)c2ccccc2)cc1S(=O)(=O)N1CCOCC1
→ -4 | -5 | 2 | 0.9 | 5 | 1 | 3
Cc1ccc(S(=O)(=O)Nc2ccc3c(c2)C(=O)N([C@@H](C)CO)C[C@H](C)[C@@H](CN(C)C(=O)Nc2ccc(F)cc2)OCCCC[C@@H](C)O3)cc1
→ -4 | 9 | 1 | 1.1 | -6 | 8 | /

Whole records, quoted from the list. Values in the order: S100A4 inh HTS	DENV2 CPE	PglD inh	E-selectin induc	ERp5 inh	SIRT5 inh	C2C12 statin
Profile of Cc1ccccc1NC(=O)Nc1ccc2c(c1)CCC2 : 1	-3	-9	-0.3	-4	-5	-8
Profile of Cc1ccc(C)c(CSC2=NCCN2S(=O)(=O)c2ccccc2)c1 : 1	2	-6	2.1	3	-2	/
Profile of C=CCN=C1S/C(=C/c2cccc([N+](=O)[O-])c2)C(=O)N1CC=C : -4	-4	/	/	/	-6	/

Some values from the list:
Under ERp5 inh, `N/C(Cc1ccccc1)=N\OC(=O)c1cccc2ccccc12` has the entry -1
Under DENV2 CPE, `Cc1ccc(CN(C)C(=O)C2CCC(=O)N(CC3CCCCC3)C2)o1` (configuration not stated) has the entry -2
Under E-selectin induc, `Cc1ccc(C)c(CSC2=NCCN2S(=O)(=O)c2ccccc2)c1` has the entry 2.1
Under SIRT5 inh, `S=C(NN=Cc1ccc2c(c1)OCO2)NN=Cc1ccc2c(c1)OCO2` has the entry -18
Under S100A4 inh HTS, `CCN1C(=O)[C@@H]2[C@@H](c3ccc(-c4ccc(F)cc4)c(OC)c3)N3CCC[C@@]3(C(=O)OC)[C@@H]2C1=O` has the entry 11
